# MBNL1-CUG inh: inhibitors of human MBNL1 binding to CUG repeat RNA | Q9NR56 | actives 0.036% (n = 280,000) | TR-FRET MBNL1-His/biotin-(CUG)12 binding, 665/545 ratio | AID 2675 | Potency, µM (doses to about 57.5 µM), for the others: top-dose activity change, negative = inhibition, actives largely listed as inhibitors; active means well fitted inhibition curve with a large enough effect in the signal ratio, with a control signal flat, not every such curve was filed as active; inconclusive means small, poorly fitted or top-dose-only effect, or effect the other way, or a change in a side signal; inactive means no such curve, though single readings can be large or run the other way; the % refers to the signal ratio; further: on the % scale 0 is the no-effect control and ±100 the full control effect
# Target sequence (Q9NR56 whole entry, looked up): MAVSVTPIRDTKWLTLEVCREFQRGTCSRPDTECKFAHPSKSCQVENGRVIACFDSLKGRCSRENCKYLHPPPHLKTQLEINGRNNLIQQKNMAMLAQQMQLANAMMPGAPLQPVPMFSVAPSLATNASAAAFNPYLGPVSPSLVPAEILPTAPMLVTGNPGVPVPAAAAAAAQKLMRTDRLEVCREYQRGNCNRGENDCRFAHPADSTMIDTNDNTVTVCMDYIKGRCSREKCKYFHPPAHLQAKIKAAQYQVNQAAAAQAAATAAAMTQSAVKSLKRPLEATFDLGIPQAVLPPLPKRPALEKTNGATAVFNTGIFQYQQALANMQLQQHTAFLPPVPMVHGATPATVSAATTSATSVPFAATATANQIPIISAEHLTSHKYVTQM
#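 Compound titration spanned 92 nM–58 uM against the MBNL1-His/biotin-(CUG)12 complex. After 60 min at room temperature with 5 nM streptavidin-XL665 and 0.055 ng/ul terbium anti-His, ratiometric 665/545 nm emission (Ex 340 nm) normalized to controls.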
# uPA generation: cell surface uPA generation inhibition; cell surface uPA generation assay, qHTS; Potency, µM (highest dose often 38.3 µM), for the others: top-dose activity change, negative = inhibition, hits mostly inhibitors; actives 0.31% (n = 330,000); AID 540303; active means well fitted inhibition curve with a large enough effect; inconclusive means small, poorly fitted or top-dose-only effect; inactive means no such curve, though single readings can be large or run the other way; tested in mouse RAW 264.7 cells; further: on the % scale 0 is the no-effect control and ±100 the full control effect; nearly all actives have a fitted effect of over 55% in size
# BRCA1 expr act: increases BRCA1 expression | actives 1.1% (n = 380,000) | MCF7-BRCA1-FFLuc reporter, luminescence, 48 h; response scale: scaled: vehicle 0%, 10 µM genistein 100% | AID 624202 | Potency, µM (highest dose often 46.1 µM), for the others: top-dose activation, actives largely listed as activators; further: nearly all actives have a fitted effect of over 80% in size; some results filed as inactive show a strong effect at the top dose
#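 Luminescence from a BRCA1-driven firefly luciferase in MCF7 cells was the read-out, taken 15 min after substrate addition following 48 h compound exposure at 37 °C. Data were normalized to a 10 microM genistein control and DMSO vehicle.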
# p53 reactivation: restores transcriptional activity of mutant p53; H1299 p53-A138V BP100-luciferase reporter, luminescence, 24 h; actives 0.063% (n = 320,000); Potency, µM (doses to about 92.2 µM), for the others: at the top dose activity change, positive = activation, usual class: activators; further: % of control where 0% means no effect; nearly all actives have a fitted effect of over 45% in size
#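 H1299 (p53-null), stable ts p53-A138V + BP100-Luc; 1000 cells/well, Opti-MEM/10% FBS; cpd 4 pt, 1:5; 24 h, 37 deg C, 5% CO2; detection reagent 10 min RT; luminescence.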
# ELG1 genotoxic: genotoxicity induction in ELG1-luciferase HEK293T cells. HEK293T ELG1-luciferase reporter, luminescence, 16 h. Potency, µM (doses to about 46 µM), without a hit: at the top dose activity change, positive = activation, most hits filed as activators. actives 1.3% (n = 330,000). AID 504466; further: % of control where 0% means no effect; nearly all actives have a fitted effect of over 60% in size
#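 Luminescence read-out: rising ELG1-luciferase signal, reflecting elevated ELG1 protein under genetic stress, flags genotoxic compounds. Cells were treated for 16 hr at 37 °C before ONE-Glo detection.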
# RORg inh: blocks mouse ROR gamma transcriptional activity; P51450; Drosophila S2 Gal4-RORgamma UAS-luciferase reporter, 20 h; Potency, µM (titrated, usually from 53.6 µM), inactives show at the top dose activity change, negative = inhibition, usual class: inhibitors; actives 5.4% (n = 310,000); further: on the % scale 0 is the no-effect control and ±100 the full control effect; nearly all actives have a fitted effect of over 60% in size
#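 ROR gamma transcriptional activity was tracked as Gal4-UAS luciferase output in stably transfected Drosophila Schneider cells, with compound added 1 hr before 700 uM copper sulfate induction and a 20 hr ambient-temperature incubation.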
# FLuc counter: counter-screen for miR-21 project: firefly luciferase inhibitors or activators | purified FLuc, Km substrates, luminescence inhibition | Potency, µM (doses to about 57.5 µM), for the others: at the highest dose activity change, negative = inhibition, hits mostly inhibitors | actives 6.9% (n = 360,000) | P08659;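 further: plate controls were vehicle for no effect and reference inhibitor for full effect; nearly all actives have a fitted effect of over 55% in size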
# Target sequence (P08659 whole entry, looked up): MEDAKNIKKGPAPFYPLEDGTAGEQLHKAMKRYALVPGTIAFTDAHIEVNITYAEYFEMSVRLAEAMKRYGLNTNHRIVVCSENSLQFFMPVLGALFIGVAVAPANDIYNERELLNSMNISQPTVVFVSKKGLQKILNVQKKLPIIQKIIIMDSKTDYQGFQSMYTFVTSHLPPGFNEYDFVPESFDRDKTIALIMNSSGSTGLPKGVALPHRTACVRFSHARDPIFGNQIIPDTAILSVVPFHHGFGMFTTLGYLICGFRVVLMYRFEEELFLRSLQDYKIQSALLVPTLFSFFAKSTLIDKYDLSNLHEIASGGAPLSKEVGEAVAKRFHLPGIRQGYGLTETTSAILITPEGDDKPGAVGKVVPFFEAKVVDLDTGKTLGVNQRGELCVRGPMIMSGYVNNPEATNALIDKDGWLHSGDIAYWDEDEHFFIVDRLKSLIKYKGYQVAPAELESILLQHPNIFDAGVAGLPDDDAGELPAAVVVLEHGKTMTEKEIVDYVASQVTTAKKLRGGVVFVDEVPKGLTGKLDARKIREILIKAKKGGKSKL
#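 Biochemical qHTS of compounds, final roughly 60 µM downward over six points, against 10 nM purified firefly luciferase using Km concentrations of substrates (10 uM D-luciferin, 10 uM ATP) in Tris acetate pH 7.5 buffer; luminescence output.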
# NPC1 promoter act: activates the NPC1 promoter; Huh7 NPC1 promoter luciferase reporter, 24 h; AID 485313; Potency, µM (series often up to 9.22 µM), for the others: at the highest dose activation, actives largely listed as activators; actives 2.4% (n = 320,000);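 further: % of control where 0% means no effect; nearly all actives have a fitted effect of over 60% in size; reporter is driven by a mutant NPC1 promoter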
#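 Huh7 reporter cells (NPC1 promoter driving luciferase) are dosed with compound for 24 h at 37 °C, 5% CO2; luciferase detection reagent is then added and luminescence measured after 10 min at ambient temperature.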
# Rab9 prom act: activators of Rab9 promoter; actives 2.8% (n = 320,000); Huh7 Rab9 promoter-luciferase reporter, luminescence, 24 h; Potency, µM (doses to about 9.22 µM), for inactives: at the top dose activation, negative = inhibition, actives largely listed as activators; further: % of control where 0% means no effect; nearly all actives have a fitted effect of over 60% in size
#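 Luciferase signal after 10 min detection reagent at ambient indicates Rab9 promoter upregulation; stably transfected Huh7 cells were treated 24 h with compound in DMSO at 37 °C, 5% CO2.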
# Gal4-VP16 FLuc: Gal4-VP16 reporter inhibition counter-screen | actives 3.5% (n = 310,000) | Drosophila S2 Gal4-VP16 UAS-luciferase, luminescence, 20 h | Potency, µM (series often up to 53.6 µM), for inactives: top-dose activity, negative = inhibition, hits mostly inhibitors;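 further: Gal4-VP16 expression switched on by copper sulfate through the metallothionein promoter; on the % scale 0 is the no-effect control and ±100 the full control effect; nearly all actives have a fitted effect of over 50% in size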
# Starred values were filed as active, the others as inactive; ? = inconclusive; nt = no result given; [ ] = remark or other dose. Unless noted, the call rests on the fitted dose curve; in most records, active means well fitted curve in the direction sought with a large enough effect; inconclusive means small, poorly fitted or top-dose-only effect, or another doubt; inactive means no such curve, though single readings can be large; an effect the other way counts as inactive or inconclusive. Potency means the concentration at half of the fitted maximal effect.
# Below each compound: MBNL1-CUG inh, Rab9 prom act, uPA generation, FLuc counter, NPC1 promoter act, RORg inh, Gal4-VP16 FLuc, BRCA1 expr act, ELG1 genotoxic, p53 reactivation
- CC1=C(C(=O)OC(C)C)C(c2ccsc2)NC(=O)N1C (stereo unspecified)
  ?, -4%, nt, -2%, -3%, 6%, 0%, -15%, 1%, -2%
- Cc1ccc(S(=O)(=O)N(C)CC(=O)N2CCc3ccccc32)cc1
  1%, -4%, 2%, -2%, -1%, 38%, 7%, -2%, -2%, 14%
- COc1ccc([N+](=O)[O-])cc1N(CC(O)CN(CC(C)C)CC(C)C)S(=O)(=O)c1ccc(C)cc1 (stereo unspecified)
  4%, -4%, -1%, 6%, -2%, 31%, 2%, -19%, -10%, 3%
- Nc1nonc1C(=O)NCCNC(=O)c1ccccc1F
  ?, -11%, 7%, -2%, -1%, 25%, -8%, -10%, 0%, 1%
- O=C(CCCC(=O)c1ccccc1)NCCc1ccccc1F
  4%, -3%, 5%, -10%, 11%, -36%, -2%, -2%, 3%, 0%
- CN(C)C(=O)c1cc(C(=O)Cc2ccccc2)c[nH]1
  -4%, -4%, -4%, 3%, 1%, 9%, 5%, 6%, 0%, 0%
- Cc1ccccc1NC(=O)/C(=C/c1cccs1)NC(=O)c1ccco1
  2%, -9%, -4%, 4%, 0%, -12%, 5%, -10%, 0%, -18%
- Fc1ccc(-c2cc3nc4c(c(N5CCOCC5)n3n2)CCCC4)cc1
  -4%, -2%, 11%, 21µM*, -2%, 3.2µM*, -11%, 4%, -3%, 10%
- Cc1ccc(NC(=O)CNC(=O)c2ccco2)c(Cl)c1
  -9%, 9%, -2%, -15%, 16%, 23%, 7%, 13%, ?, 6%
- COC(=O)C1CCN(c2ccc([N+](=O)[O-])cc2)CC1
  ?, -2%, 0%, 1%, -1%, 5%, -3%, -2%, 1%, -1%
- CC(C)Sc1nc2c(c(=O)[nH]c(=O)n2C)n1Cc1ccccc1
  -1%, -3%, -6%, -1%, -2%, ?, 14%, -3%, 6%, -53%[inhibitor]
- COC(=O)c1cc(S(=O)(=O)NCc2ccc(Br)cc2)c[nH]1
  67%[activator], 0%, 23%, -2%, 1%, 1%, -18%, 1%, 1%, -9%
- COc1ccc([C@@H]2C[C@@H](c3ccccc3)Oc3cc(OC)cc(OC)c32)cc1
  2%, -6%, 4%, -1%, 1%, 2%, -12%, -10%, 1%, 5%
- O=C(CCN1C(=O)/C(=C/c2ccccc2F)SC1=S)Nc1cccnc1
  1%, 1%, 2%, -12%, -2%, nt, nt, -11%, -1%, nt
- COC(=O)C1=CO[C@@H](O[C@@H]2O[C@H](CO)[C@@H](O)[C@H](O)[C@H]2O)[C@H]2[C@@H]1C(=O)C[C@@H]2C
  nt, -1%, -1%, 5%, -5%, nt, nt, -4%, -2%, 1%
- CCN(CC)S(=O)(=O)c1cccc(-c2n[nH]c(=S)n2/N=C/c2ccc(OC)cc2)c1
  nt, 2%, -2%, 1%, -5%, ?, -10%, -6%, 0%, 0%
- CC(C)[C@H](NC(=O)NCc1ccc(Cl)cc1)C(=O)O
  -4%, -14%, -5%, 3%, -1%, -5%, 1%, 7%, 2%, 27%
- COc1ccccc1Nc1ncnc2ccccc12
  1%, 3%, 5%, ?, -10%, -30%, ?, 34%, 0%, 5%
- CC1(C)CCC[C@@]2(C)CC=C(C(=O)O)[C@@H]3C[C@]312
  nt, 1%, -1%, 3%, 4%, nt, nt, -13%, ?, -4%
- CCc1cc2ccc(C)c(C)c2nc1SCC(=O)NNC(=O)c1ccco1
  8%, 8%, 0%, -1%, 0%, 3%, 22%, -18%, -4%, -7%

# The final five compounds of the part before open the next one.
# Below each compound: MBNL1-CUG inh, Rab9 prom act, uPA generation, FLuc counter, NPC1 promoter act, RORg inh, Gal4-VP16 FLuc, BRCA1 expr act, ELG1 genotoxic, p53 reactivation
- CCN(CC)S(=O)(=O)c1cccc(-c2n[nH]c(=S)n2/N=C/c2ccc(OC)cc2)c1
  nt, 2%, -2%, 1%, -5%, ?, -10%, -6%, 0%, 0%
- CC(C)[C@H](NC(=O)NCc1ccc(Cl)cc1)C(=O)O
  -4%, -14%, -5%, 3%, -1%, -5%, 1%, 7%, 2%, 27%
- COc1ccccc1Nc1ncnc2ccccc12
  1%, 3%, 5%, ?, -10%, -30%, ?, 34%, 0%, 5%
- CC1(C)CCC[C@@]2(C)CC=C(C(=O)O)[C@@H]3C[C@]312
  nt, 1%, -1%, 3%, 4%, nt, nt, -13%, ?, -4%
- CCc1cc2ccc(C)c(C)c2nc1SCC(=O)NNC(=O)c1ccco1
  8%, 8%, 0%, -1%, 0%, 3%, 22%, -18%, -4%, -7%
- CCOC(=O)c1ccc(NC(=O)CN2CCN(C(=O)C3CCCO3)CC2)cc1 (stereo unspecified)
  -3%, 0%, -2%, 9%, -1%, nt, nt, 20%, -1%, nt
- Cn1c(=O)c(C#N)c(-c2ccc(F)cc2)c2cc(C(=O)c3cc(Cl)cc(Cl)c3O)cnc21
  9%, -2%, -20%, -1%, 3%, -73%, 18µM*, -43%, -8%, 5%
- CCNC(=S)N1CC(C)OC(C)C1 (stereo unspecified)
  0%, 8%, -1%, 0%, -1%, -29%, -9%, 10%, 0%, 10%
- Clc1cccc(Cl)c1/C=C/c1nc2ccccc2[nH]1
  16%, 4.5µM*, nt, 0.67µM*, 3.5µM*, 11µM*, ?, -81%, ?, ?
- CCOC(=O)/C(C#N)=C/c1ccc(OC)c(OC)c1
  ?, -1%, -4%, 2%[2.3 µM], -4%, -19%, 0%, -5%, -1%, 1%
- Cc1ccc(Cl)cc1Nc1nc(N2CCOCC2)nc(N2CCOCC2)n1
  5%, -2%, 4%, -2%, -3%, -2%, 16%, -9%, -6%, -2%
- Cn1cc(S(=O)(=O)c2ccccc2)c(=O)c2cc(Cl)ccc21
  -6%, -2%, -8%, -1%, -2%, 4%, -2%, 7%, 0%, -1%
- Cc1ccc(N(C(C)C(=O)NCc2ccncc2)S(C)(=O)=O)cc1C (stereo unspecified)
  25%, -1%, 1%, -2%, 0%, 2%, 0%, 6%, 0%, -1%
- COC(=O)[C@H](C(C)C)N(Cc1ccccc1)S(=O)(=O)CCN1CCN(c2ccccc2)CC1
  nt, nt, -2%, nt, nt, nt, nt, -18%, -1%, 13%
- Cc1ccc2c(c1)nnn2C1CCN(S(=O)(=O)c2ccc3ccccc3c2)CC1
  27%, -7%, -5%, 3%, -4%, ?, 29%, -2%, -10%, -1%
- CCN(c1ccccc1)S(=O)(=O)c1ccc(Cl)c(C(=O)NCC2CCCO2)c1 (stereo unspecified)
  1%, 28%, -3%, 0%, -14%, 1%, -15%, -15%, -6%, 3%
- O=C(Nc1cccc(-c2cccc(F)c2)c1)C1CCN(C2CCC2)CC1
  -2%, -6%, 18%, ?, -1%, 1%, 0%, -5%, -3%, 11%
- Cc1ccc(NS(=O)(=O)c2cccc(C(=O)Nc3cccnc3)c2)c(C)c1
  nt, nt, 2%, nt, nt, nt, nt, -30%, -2%, -6%
- CC(C)Cc1ccc(/C=C/C(=O)N2CCCCC2)cc1
  nt, 0.89µM*, 3%, 7.6µM*, 2.5µM*, 25%, 3%, 13µM*, 14%, 14%
- O=C(c1ccc(NC2=NC3CS(=O)(=O)CC3S2)cc1)N1CCN(c2ccccc2)CC1 (stereo unspecified)
  -7%, 7%, -1%, -4%, 9%, 6%, -4%, 26%, 0%, 12%
- Cc1ccc(S(=O)(=O)Nc2cccc(C(=O)NCC(c3ccco3)N3CCCC3)c2)cc1F (stereo unspecified)
  nt, -4%, -3%, 1%, 1%, nt, nt, 0%, -11%, 0%
- CN(NC(=O)c1ccccc1F)c1ncccc1[N+](=O)[O-]
  -3%, 2%, 9%, 1%, -6%, 11%, 4%, -3%, -4%, 0%
- O=C(COC(=O)c1cc(-c2cccs2)nc2ccccc12)NC1CCS(=O)(=O)C1 (stereo unspecified)
  ?, 9%, ?, ?, -1%, -5%, 2%, 14%, 12%, 1%
- COc1ccc(C(=O)NC(CO)c2nnc(SCc3ccc(Cl)c(Cl)c3)n2C)cc1 (stereo unspecified)
  4%, -3%, -3%, -1%, -1%, 19%, -7%, -5%, 1%, -6%
- Cc1cc(C)c(S(=O)(=O)c2ccccc2)c(OC(=O)c2c(F)cccc2F)n1
  0%, 0%, -3%, -2%, -6%, 11%, -13%, -24%, -2%, -2%

# Screening results deposited in PubChem BioAssay by National Center for Advancing Translational Sciences (NCATS).
